Compound activity: PubChem, several laboratories
M4 PAM – human M4 muscarinic receptor positive allosteric modulators, primary screen, CHO-K1 cells, Fluo-8 calcium fluorescence; Muscarinic acetylcholine receptor M4 (Homo sapiens), P08173; CHO-K1 hM4/Gqi5, ACh EC20; 0% = ACh EC20, 100% = maximal ACh; activation, % at 3 µM; 0.4% of 360,000 active; AID 624126, 2012;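 active = activation above its plate's cutoff, the mean activation of sample wells plus 3 SD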; also: some results filed as inactive read as strong as hits
CHRM5 agonist – human M5 muscarinic receptor agonists, primary screen, CHO-K1 cells, Fluo-8 calcium fluorescence. Muscarinic acetylcholine receptor M5 (Homo sapiens), P08912. CHO-K1 hM5 cells; 0% DMSO wells, 100% maximal acetylcholine response. activation, % at 3 µM. 0.19% of 360,000 active;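 active = activation above the run's mean over test compounds plus 3 SD, cut at about 23% in these data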;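 also: signal is peak over basal fluorescence ratio across the kinetic read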
Target sequence (P08912 whole entry, looked up): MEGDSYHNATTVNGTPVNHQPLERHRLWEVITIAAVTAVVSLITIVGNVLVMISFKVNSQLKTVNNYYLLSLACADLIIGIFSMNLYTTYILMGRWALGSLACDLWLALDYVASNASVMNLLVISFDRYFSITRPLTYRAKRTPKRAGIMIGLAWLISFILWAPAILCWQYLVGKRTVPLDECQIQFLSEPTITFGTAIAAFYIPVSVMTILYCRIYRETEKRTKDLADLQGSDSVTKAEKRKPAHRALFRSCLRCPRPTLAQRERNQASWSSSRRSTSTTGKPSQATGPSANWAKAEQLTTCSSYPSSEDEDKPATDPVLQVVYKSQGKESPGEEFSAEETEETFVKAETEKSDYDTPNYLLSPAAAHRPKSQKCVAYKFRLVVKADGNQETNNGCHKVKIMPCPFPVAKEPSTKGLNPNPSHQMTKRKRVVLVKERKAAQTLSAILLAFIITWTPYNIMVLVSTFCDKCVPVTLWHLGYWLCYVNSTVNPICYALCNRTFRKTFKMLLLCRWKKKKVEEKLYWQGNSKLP
CHRM1 PAM – human M1 muscarinic receptor positive allosteric modulators, primary screen, CHO-K1 cells, Fluo-8 calcium fluorescence, 1536-well. CHO-K1 hM1, ACh EC20; 0% = ACh EC20, 100% = maximal ACh. activation, % at 3 µM. 0.088% of 360,000 active. AID 588819, 2011; in the data active = activation above about 19%, passing the limit was not always enough
Target sequence (P11229 whole entry, looked up): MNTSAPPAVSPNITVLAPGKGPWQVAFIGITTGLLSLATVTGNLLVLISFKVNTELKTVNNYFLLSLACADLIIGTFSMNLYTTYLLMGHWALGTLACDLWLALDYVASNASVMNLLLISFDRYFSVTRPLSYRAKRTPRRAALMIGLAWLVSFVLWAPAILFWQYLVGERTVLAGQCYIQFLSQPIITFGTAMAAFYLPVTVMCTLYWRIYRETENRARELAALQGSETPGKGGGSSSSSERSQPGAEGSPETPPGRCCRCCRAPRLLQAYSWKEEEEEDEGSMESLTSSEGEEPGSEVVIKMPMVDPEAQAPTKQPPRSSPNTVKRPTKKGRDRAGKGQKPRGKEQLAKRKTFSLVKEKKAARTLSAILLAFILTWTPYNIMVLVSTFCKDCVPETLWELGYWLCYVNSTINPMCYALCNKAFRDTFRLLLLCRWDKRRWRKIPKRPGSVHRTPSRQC
CHRM1 antagonist – human M1 muscarinic receptor antagonists, primary screen, CHO-K1 cells, Fluo-8 calcium fluorescence, 1536-well; CHO-K1 hM1, ACh EC80 antagonist; AID 588852, 2011; 1.3% of 360,000 active; Muscarinic acetylcholine receptor M1 (Homo sapiens), P11229; inhibition, % at 3 µM;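 active = percent inhibition above its own plate's cutoff, namely the mean of that plate's compound wells plus 3 SD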;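 also: peak over basal fluorescence ratio during 140 s after agonist addition; 0% = ACh EC80 plus DMSO and 100% = DMSO alone without agonist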
M4 antag – human M4 muscarinic receptor antagonists, primary screen, CHO cells, Fluo-8 calcium fluorescence; AID 624125, 2012; CHO-hM4 cells, ACh EC80; inhibition, % at 3 µM; Muscarinic acetylcholine receptor M4 (Homo sapiens), P08173; 0.73% of 360,000 active;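 active = inhibition above its plate's cutoff, the mean inhibition of sample wells plus 3 SD, cut at about 27% in these data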;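 also: 0% = acetylcholine EC80 with DMSO and 100% = DMSO without agonist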
CRFR2-BP ag – agonists of CRF-BP/CRF-R2 complex, primary screen, cell-based, HEK293, calcium dye fluorescence, uHTS; calcium dye fluorescence (FLIPR); percent of saturating CRF peptide response; activation, % at 13.2 µM; 0.46% of 350,000 active;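 active = activation of at least 50%, plus an integration ratio under a set limit after plate pattern correction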;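 also: plate controls were neutral control wells without compound for no effect and CRF at EC100 for full effect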
M4 ag – human M4 muscarinic receptor agonists, primary screen, CHO-K1 cells, Fluo-8 calcium fluorescence; Muscarinic acetylcholine receptor M4 (Homo sapiens), P08173; AID 624127, 2012; activation, % at 3 µM; 0.14% of 360,000 active; CHO-K1 hM4/Gqi5; vehicle 0%, full acetylcholine response 100%;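 active = activation above the run mean over all test wells plus 3 SD, cut at about 32% in these data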;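 also: peak over basal fluorescence ratio per well then scaled between controls; 0% = DMSO wells and 100% = acetylcholine at EC100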
M5 PAM – human M5 muscarinic receptor positive allosteric modulators, primary screen, CHO-K1 cells, Fluo-8 calcium fluorescence; CHO-K1 hM5, ACh EC20 PAM; 0% = ACh EC20, 100% = ACh EC100; activation, % at 3 µM; 0.3% of 360,000 active;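 active = activation above the run cutoff, the mean activation of all test compounds plus 3 SD, cut at about 18% in these data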
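Assay system: CHO-K1 hM5 cells / Incubation: Fluo-8 loading 80 min at 37 °C plus 30 min room temperature / Technique: Fluo-8 calcium dye fluorescence, kinetic read / Repeats: single replicate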
CHRM5 antagonist – human M5 muscarinic receptor antagonists, primary screen, CHO cells, Fluo-8 calcium fluorescence. CHO-hM5 cells, ACh EC80. inhibition, % at 3 µM. 0.59% of 360,000 active. AID 624040, 2012;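 active = inhibition above a per-plate cutoff, the mean of that plate's test compounds plus 3 SD, cut at about 27% in these data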;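 also: 0% = acetylcholine EC80 with DMSO and 100% = DMSO without agonist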
An asterisk follows results filed as active; . = no result given.

M4 PAM	CHRM5 agonist	CHRM1 PAM	CHRM1 antagonist	M4 antag	CRFR2-BP ag	M4 ag	M5 PAM	CHRM5 antagonist	canonical_smiles
5.0	3.9	3.1	-0.8	-0.8	0.8	-0.3	8.2	4.6	COc1ccc(CN(Cc2ccc(C(=O)O)cc2)C(=S)Nc2ccccc2F)cc1OC
-1.2	1.3	5.2	-7.3	11.8	-0.8	0.7	9.8	2.0	Cc1csc2c(=O)n(CCO)c(=O)[nH]c12
2.8	-4.0	7.7	-12.6	5.8	-1.5	1.1	3.0	-3.4	Cc1ccc(-n2[nH]c(C)c(C=Nc3cc(C)ccn3)c2=O)cc1
1.4	0.4	-3.2	9.6	2.0	-1.1	0.8	2.8	-1.1	COc1ccc(-c2c(C)nn(-c3ccccc3)c2NC(C)=O)cc1OC
6.5	-0.5	6.0	-0.5	1.4	0.3	0.8	5.7	-0.3	Cc1ccc(OC2CCN(C(=O)C3CCC(=O)N(C4CC4)C3)CC2)cc1 (stereo not given)
1.2	0.1	7.3	-13.2	0.3	2.6	-0.3	7.1	-3.9	Cc1noc(C)c1NC(=O)N(C)C[C@H]1OCc2cn(nn2)CCCC(=O)N([C@@H](C)CO)C[C@@H]1C
2.0	-3.6	3.8	-29.8	-0.8	3.2	0.7	3.5	-2.5	COC(=O)c1cccc(OCC(O)Cn2ccnc2)c1 (stereo not given)
-4.8	-1.7	13.0	-5.7	3.1	3.5	3.7	2.4	1.9	Cc1ccc(C(c2cc(Cl)c3cccnc3c2O)N2CCN(C)CC2)cc1 (stereo not given)
11.3	-3.6	13.5	-18.1	-4.4	9.3	1.1	12.4	-13.4	COc1ccc(Cl)cc1S(=O)(=O)N1CCCC(C(=O)N2CCOCC2)C1 (stereo not given)
-0.3	-2.2	4.5	-8.9	-10.7	-1.9	1.0	0.3	8.8	CN1CCN(C(=O)c2cccn(Cc3cccc(Cl)c3)c2=O)CC1
6.8	-6.5	4.3	-3.5	-14.6	1.1	0.5	10.5	0.9	COc1cc(C(=O)Nc2ccc(S(=O)(=O)Nc3cc(C)nc(C)n3)cc2)cc(OC)c1OC
8.7	4.2	4.7	4.3	1.8	-0.3	1.1	5.0	6.6	CS(=O)(=O)c1nc(-c2ccc(F)cc2)cc(C(F)(F)F)n1

4 entries already listed, arranged by the value under M5 PAM, rising.
M4 PAM	CHRM5 agonist	CHRM1 PAM	CHRM1 antagonist	M4 antag	CRFR2-BP ag	M4 ag	M5 PAM	CHRM5 antagonist	canonical_smiles
8.7	4.2	4.7	4.3	1.8	-0.3	1.1	5.0	6.6	CS(=O)(=O)c1nc(-c2ccc(F)cc2)cc(C(F)(F)F)n1
5.0	3.9	3.1	-0.8	-0.8	0.8	-0.3	8.2	4.6	COc1ccc(CN(Cc2ccc(C(=O)O)cc2)C(=S)Nc2ccccc2F)cc1OC
-1.2	1.3	5.2	-7.3	11.8	-0.8	0.7	9.8	2.0	Cc1csc2c(=O)n(CCO)c(=O)[nH]c12
6.8	-6.5	4.3	-3.5	-14.6	1.1	0.5	10.5	0.9	COc1cc(C(=O)Nc2ccc(S(=O)(=O)Nc3cc(C)nc(C)n3)cc2)cc(OC)c1OC

The listing continues:
M4 PAM	CHRM5 agonist	CHRM1 PAM	CHRM1 antagonist	M4 antag	CRFR2-BP ag	M4 ag	M5 PAM	CHRM5 antagonist	canonical_smiles
6.6	-2.1	11.5	-10.9	-4.5	2.2	1.9	-0.9	-2.6	O=C(COc1ccccc1)Nc1ccc2c(c1)nc1n2CCOC1
-4.9	-1.9	-3.8	5.9	11.8	-3.1	-0.4	-3.5	-7.7	Cc1cc(NC2CCCC2)n2ncc(-c3ccccc3)c2n1
1.1	1.3	2.5	-0.5	0.9	-0.1	-0.3	4.7	-1.2	COc1ccc(NC(=O)C(C)N=C2NS(=O)(=O)c3ccccc32)cc1S(N)(=O)=O (stereo not given)
-0.1	0.4	5.7	0.8	-3.8	-0.1	0.3	-1.4	3.7	O=C(O)c1cc2nc(-c3ccccc3)cc(-c3ccccc3)n2n1
6.2	-3.9	5.9	-4.8	-12.4	-0.3	2.7	4.0	-1.9	COc1ccc(N2CCN(C(=O)c3cn(C)c4ccc(S(=O)(=O)N5CCOCC5)cc4c3=O)CC2)cc1
-2.5	0.7	0.7	4.8	-10.7	-3.7	0.2	-1.2	4.9	Cc1c(NC(=O)CN2CCN(c3cccc(Cl)c3)CC2)c(=O)n(-c2ccccc2)n1C
11.0	-0.9	-6.6	13.9	-5.8	-1.1	1.6	-2.2	-5.8	Cc1cc(C(=O)NCCCn2ccnc2)cs1
0.1	-7.5	-5.3	-1.6	-5.0	-0.5	0.6	1.5	8.4	CC1(c2ccc3ccccc3c2)NC(=O)N(CC(=O)NCC(C)(C)N2CCOCC2)C1=O (stereo not given)
2.1	-2.3	7.7	-11.9	-0.1	-0.1	2.1	2.9	-7.7	CC(C)Cc1nnc(NC(=O)CCNC(=O)c2ccco2)s1
-9.8	3.5	-9.6	-0.7	2.8	-2.4	12.2	-12.7	7.6	COc1ccc(-c2csc(N3CCN(C(=O)c4ccco4)CC3)n2)cc1
2.3	-3.4	4.2	-8.8	-12.7	-1.0	0.3	4.0	-3.1	CC(C)CNC(=O)/C=C/c1cccs1
0.8	-2.5	4.7	-11.2	-5.8	-0.8	-0.2	0.7	14.1	S=c1[nH]ccn1-c1ccccc1Cl

(listing goes on)
M4 PAM	CHRM5 agonist	CHRM1 PAM	CHRM1 antagonist	M4 antag	CRFR2-BP ag	M4 ag	M5 PAM	CHRM5 antagonist	canonical_smiles
-6.1	-0.6	-8.7	14.8	-5.2	-0.5	13.4	-13.2	12.6	CC1Cc2ccccc2N1S(=O)(=O)c1cccc(C(=O)NCc2ccncc2)c1 (stereo not given)
4.6	-2.0	12.4	-19.3	-1.3	-0.1	1.3	-5.3	0.8	Cc1ccc(N(C)C2=NC(=O)CS2)cc1Cl
0.6	-1.5	4.0	-5.0	-1.8	-3.1	-0.7	2.4	6.9	Cc1ccc(C(=O)N2c3ccccc3CC2C)o1 (stereo not given)
6.5	3.3	-0.7	-0.7	-1.9	2.5	2.5	-13.3	9.0	N#Cc1nc(Nc2cccc(Cl)c2)c2ncn(C3CCCC3)c2n1
8.0	0.0	-1.7	-1.4	-8.0	3.8	0.1	4.6	-6.5	Cc1cccc(C)c1NC(=O)CSc1nnc(-c2ccco2)n1N
-1.0	2.9	1.2	0.4	0.0	-4.3	4.4	-5.5	8.2	CCOc1cc(N2CCOCC2)c(OCC)cc1NC(=O)c1ccc(OCc2c(C)noc2C)c(OC)c1
1.4	-1.9	2.1	-1.9	-2.2	-0.1	-0.6	3.5	-9.6	CC1=CCC(C(=O)O)(C(=O)N/N=C/c2cccs2)C(c2ccc(Cl)cc2)C1 (stereo not given)
-0.1	-1.5	4.5	-8.4	2.7	0.6	-0.1	-15.3	5.2	COc1ccccc1CN1C(=O)[C@@H]2C(CCC(N)=O)NC3(C(=O)Nc4c3ccc(Cl)c4C)[C@@H]2C1=O (stereo not given in full)
-5.3	-4.6	-4.1	7.6	9.4	-0.3	0.8	-1.6	11.5	CC(C)CCN(C(=O)c1csnn1)C(C(=O)NC1CCCCC1)c1ccc(F)cc1 (stereo not given)
-2.8	-1.5	8.0	-10.7	-0.2	-0.2	0.8	2.4	4.2	CCN1CCN(c2ccc(NC(=O)c3ccco3)cc2)CC1
-8.8	-1.3	-0.3	-1.4	-0.5	-1.1	-0.6	-11.8	8.8	COc1ccc(C(=O)/C=C/c2ccc(OC3CSC3)cc2)cc1
9.8	-2.2	2.8	0.7	7.3	-1.9	1.2	2.2	-2.1	O=C(CCC(=O)N(CC(=O)NC1CCCCC1)c1ccc(F)cc1)Nc1nccs1

Next part.
M4 PAM	CHRM5 agonist	CHRM1 PAM	CHRM1 antagonist	M4 antag	CRFR2-BP ag	M4 ag	M5 PAM	CHRM5 antagonist	canonical_smiles
-6.5	-1.7	1.7	-2.8	1.4	0.8	0.2	-4.9	9.3	CC(C)CC(=O)NNC(=S)NCc1ccco1
-1.7	-1.2	4.9	-9.8	-3.0	-0.1	1.9	-2.5	5.1	CCOC(=O)C1CCCN(Cc2ccc(OC)c(OCc3ccccc3)c2)C1 (stereo not given)
-6.3	-1.0	8.8	2.0	9.4	-0.1	0.3	-3.1	5.1	COc1ccccc1NC(=O)C1=C(C)Nc2nc3ccccc3n2C1c1cccs1 (stereo not given)
4.4	1.6	-2.4	-0.4	5.0	0.0	-0.3	-2.5	5.9	O=C1NC(CCO)C(=O)NC1CCO (stereo not given)
-0.1	-0.7	11.2	-6.3	-4.1	0.0	0.8	-4.8	7.4	O=C(NC1CCCCC1)C(c1cccs1)N(C(=O)c1ccccn1)c1ccccc1 (stereo not given)
4.2	2.0	2.2	-4.4	0.9	0.9	2.9	0.2	-1.5	CC(C(=O)NC1CCCC1)N(Cc1ccco1)C(=O)c1snc(C(=O)NC2CCCC2)c1N (stereo not given)
-13.2	-3.9	-4.3	0.4	1.3	-0.3	-0.7	-1.2	3.2	CCC(C)Nc1nc(Cl)nc(NCCOc2ccccc2)n1 (stereo not given)
16.1*	0.2	28.5*	-24.0	-19.5	.	1.4	-2.2	-4.2	O=C(Nc1ccc2c(c1)OCO2)c1ccc2sc([C@H]3C[C@H](O)[C@@H](CO)O3)nc2c1
7.0	1.6	17.3	-7.6	-7.5	-1.2	0.6	15.2	-22.4	COc1ccc2c(C)nc(N/C(N)=N/S(=O)(=O)c3ccc(C)cc3)nc2c1
15.0	2.5	12.4	-5.2	5.5	-2.6	0.4	3.7	-7.3	CCCc1cc(=O)oc2c(CN3CCN(C)CC3)c(O)c(Cl)cc12
12.8	0.2	2.3	2.6	9.2	0.5	0.7	0.6	11.9	O=C(N[C@@H](Cc1ccc(O)cc1)C(=O)O)c1ccncc1
-16.2	-5.4	-3.8	5.5	15.0	-0.4	5.8	-8.9	-3.9	O=C(CC(c1ccccc1)c1cc(Cl)ccc1O)N1CCOCC1 (stereo not given)
